Screens from PubChem.
D2 antagonist = D2 dopamine receptor (human) antagonism; inhibition, % at 10 µM; 340,000 compounds, 2% hits; HEK293 TREx D2 cells, calcium flux, dopamine EC80; P14416; in the data active means inhibition above about 30%; further: 0% is about no effect
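Cells plated overnight at 30 C with tetracycline; no-wash calcium dye, 30–90 min RT; 10 s baseline; compound pinned; 180 s read; EC80 dopamine added; another 180 s read.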
D1 antagonist = blocks dopamine activation of the human D1 receptor | P21728 | HEK293 TREx D1 cells, calcium flux, dopamine EC80; active compounds read low | activity change, negative = inhibition, % at 10 µM | 360,000 compounds, 3.2% hits | AID 504652; in the data active means activity change below about -30%; further: on the % scale 0 is the no-effect control and ±100 the full control effect
Target sequence (P21728 whole entry, looked up): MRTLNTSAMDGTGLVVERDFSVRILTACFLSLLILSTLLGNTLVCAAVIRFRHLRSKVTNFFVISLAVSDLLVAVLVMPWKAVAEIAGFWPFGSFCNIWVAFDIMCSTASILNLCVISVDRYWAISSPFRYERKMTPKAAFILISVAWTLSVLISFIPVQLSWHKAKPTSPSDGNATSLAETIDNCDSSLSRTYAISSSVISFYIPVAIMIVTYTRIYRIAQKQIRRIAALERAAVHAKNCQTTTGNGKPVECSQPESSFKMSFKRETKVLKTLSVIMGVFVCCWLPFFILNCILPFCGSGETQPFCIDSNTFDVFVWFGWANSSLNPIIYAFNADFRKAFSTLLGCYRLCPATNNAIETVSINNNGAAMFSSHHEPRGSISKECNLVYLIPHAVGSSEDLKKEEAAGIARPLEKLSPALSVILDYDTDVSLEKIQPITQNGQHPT
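Antagonism measured as reduced calcium response to an EC80 dopamine addition following 180 s compound pre-read; cells were inducible HEK293 Trex D1 plated overnight at 30 C, read kinetically at 1 cycle/sec.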
TRHR PAM = TRH receptor (human) allosteric enhancement. AID 493056. enhancement, % at 2 µM. TRHR cells, fluo-8 calcium fluorescence, EC20 TRH enhancement. P34981. 360,000 compounds, 0.66% hits; in the data active means enhancement above about 30%; further: 0% is about no effect
Target sequence (P34981 whole entry, looked up): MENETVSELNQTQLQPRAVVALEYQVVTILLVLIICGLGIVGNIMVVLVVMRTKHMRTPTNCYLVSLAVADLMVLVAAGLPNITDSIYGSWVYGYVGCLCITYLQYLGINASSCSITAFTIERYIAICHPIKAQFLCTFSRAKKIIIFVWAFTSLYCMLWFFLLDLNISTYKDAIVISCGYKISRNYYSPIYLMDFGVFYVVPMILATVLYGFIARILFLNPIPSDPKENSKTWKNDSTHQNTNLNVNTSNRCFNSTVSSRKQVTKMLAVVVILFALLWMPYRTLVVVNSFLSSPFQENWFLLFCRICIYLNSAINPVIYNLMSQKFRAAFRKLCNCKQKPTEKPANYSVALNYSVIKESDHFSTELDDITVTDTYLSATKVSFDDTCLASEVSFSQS
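TRHR-expressing cells loaded with fluo-8 calcium dye were read kinetically (ex 480/em 530) during compound addition, then stimulated with an EC20 of TRH (10 nM final). Enhancement of the Gq-mediated intracellular calcium response was scored.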
D2 potentiator = D2 dopamine receptor (human) potentiation | P14416 | HEK293 T-REx D2, calcium flux, EC20 dopamine potentiation | potentiation, % at 10 µM | 340,000 compounds, 0.34% hits;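 active means potentiation over 3 SD above the plate norm, cut at about 30% in these data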; further: 0% is about no effect
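Cells plated with tetracycline inducer and held overnight at 30 C; calcium dye loaded 30–90 min at room temperature; baseline taken, compound added and read 180 s; EC20 dopamine then added and read 180 s.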
TRHR ag = agonists of human TRH receptor; TRHR cells, calcium flux fluo-8, FDSS agonist mode; activation, % at 2 µM; 360,000 compounds, 0.18% hits; AID 493084; further: 0% is about no effect
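TRHR-expressing cells, plated overnight in medium with 10% serum, were loaded with fluo-8 calcium dye at room temperature. After a 10 s baseline, library compound was pin-added and calcium release was recorded kinetically (ex 480/em 530) as agonist response.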
RXFP1 antagonist = blocks the human relaxin receptor RXFP1. HEK293-RXFP1, relaxin-stimulated cAMP HTRF, 30 min; active compounds read low. activity change, negative = inhibition, % at 57.5 µM. 350,000 compounds, 0.59% hits;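 active means activity change of -60% or lower, but not beyond a set lower limit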; further: on the % scale 0 is the no-effect control and ±100 the full control effect
D1 potentiator = enhances dopamine response at the human D1 receptor; 360,000 compounds, 0.036% hits; AID 504651; P21728; potentiation, % at 10 µM; HEK293 TREx D1 cells, calcium flux, dopamine EC20 potentiation; in the data active means potentiation above about 30%; further: 0% is about no effect
D1 agonist = activates the human D1 dopamine receptor; 360,000 compounds, 1% hits; HEK293 T-REx D1 cells, calcium flux, agonist mode; activation, % at 2 µM; P21728; further: 0% is about no effect
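Agonism was scored from calcium flux recorded over 180 s (1 read/s) after pintool compound addition, following a 10-cycle baseline. Cells were inducible force-coupled HEK293 TREx D1, plated overnight at 30 C and loaded with no-wash calcium dye.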
D2 ag = activates the human D2 dopamine receptor; P14416; HEK293 T-REx D2 cells, calcium flux agonist mode; activation, % at 2 µM; 340,000 compounds, 0.53% hits;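 active means activation over 3 SD above normal in the single-dose calcium agonist read, cut at about 30% in these data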; further: 0% is about no effect
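Agonism scored from kinetic calcium signal (1 read/sec, 180 s) following compound pin transfer, after a 10 s baseline. Cells: HEK293 Trex line expressing inducible D2 receptor coupled to calcium, dye-loaded after overnight culture at 30 C.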
* hit, by the source's call; · = no result given; & = joins results of further samples. Unless noted, no stated cut-off is given here; in the data, active means activation above about 30%; inactive means the rest.

Every second line gives: D2 antagonist	D1 antagonist	TRHR PAM	D2 potentiator	TRHR ag	RXFP1 antagonist	D1 potentiator	D1 agonist	D2 ag
Cc1ccc(S(=O)(=O)N2CC(O)C[C@H]2C(=O)OCC(=O)Nc2ccc(N3CCCCC3)cc2)cc1C (stereo partly specified)
→ 13	-9	8	-1	-0.3	9	4	6	-0.1
Cn1c(=O)oc2cc(S(=O)(=O)N3CCN(c4ccccc4F)CC3)ccc21
→ 16	7	7	0	8.2	-2	8	15	2.4
Cc1cc2c(=O)n(Cc3ccco3)c(SCC(=O)c3ccc(Cl)s3)nc2s1
→ -9	-12	-17	-5	1.1	-6	3	3	0.5
Cc1[nH][nH]c(=O)c1N=Nc1ccccc1
→ -7	-17	-1	19	-0.2	1	-2	0	-0.6
O=C(Nc1ccc(Oc2cccnc2)cc1)C1CCN(Cc2ccc(F)cc2)CC1
→ 13	-25	5	-5	3.1	-22	-3	36*	0.5
Cc1cccc(SCc2noc(C(=O)NC(C)C)c2C(=O)O)c1
→ 8	1	3	7	0.8	·	12	7	-0.2
CN(CC(=O)NC1CCCCC1)S(=O)(=O)c1cccc2cccnc12
→ 5	-5	2	22	-0.3	·	-3	2	0.4
C/C(=N/O)c1ccc(Oc2cnccn2)cc1
→ 6	-1	3	-3	0.2	-9	-2	8	-0.8
CCOc1ccc(-n2ccc(=O)c(C(=O)Nc3ccc(S(=O)(=O)Nc4nccs4)cc3)n2)cc1
→ 7	-12	-7	0	0.2	3	-6	6	0.0
O=C(CSc1nc2ccccc2c(=O)[nH]1)Nc1nc(-c2ccc(Br)cc2)cs1
→ -3	-10	-3	24	-0.3	-20	-1	3	-1.2
Cc1ccc(S(=O)(=O)N2CCOCC2)cc1NC(=O)CSc1nnc(C2CC2)n1C1CC1
→ -3	-17	1	-2	0.2	-8	-1	1	-3.2
O=C(Nc1nc2ccc([N+](=O)[O-])cc2s1)C1CCCO1 (stereo unspecified)
→ 19	0	-9	-2	0.4	-4	-5	1	0.7
CN(CC(=O)N1CCN(c2ccccc2F)CC1)S(=O)(=O)c1cnc[nH]1
→ -10	-18	12	1	-2.3	5	1	4	-0.3
CCOC(=O)/C(C#N)=C/N=c1ccc(C)cn1C
→ -27	-5	2	-9	-0.2	-25	-10	0	-0.6
O=C(Nc1ccccc1N1CCOCC1)c1ccc2c(c1)OCCO2
→ 1	-17	0	-1	0.5	5	-7	1	0.7
CCc1nnc(NS(=O)(=O)c2ccc(NC(=O)c3cc(Cl)ccc3[N+](=O)[O-])cc2)s1
→ -31	-4	-12	0	0.6	17	0	5	0.9
c1cncc(CNc2ncnc3ccc(-c4ccoc4)cc23)c1
→ -18	-7&-10	20&2	-21	-0.8&0.2	·	-2&-1	2&-2	0.1
CCOc1cc(/C=N/n2cnnc2)ccc1O
→ 17	3	-5	0	0.5	7	-7	2	0.6
CCOc1ccc(S(=O)(=O)NCCc2sc(-c3ccc(C)cc3)nc2C)cc1
→ ·	3	3	3	1.0	-23	-2	9	-0.6
COc1ccc(C)cc1NC(=O)c1ccc(N(C)S(C)(=O)=O)cc1
→ -2	-8	-2	-7	-0.3	17	-6	1	0.0
CC(C)C(=O)NC(=S)Nc1ccccn1
→ -4	-13	18	2	0.1	-9	-2	-1	0.1
N#Cc1ccc(OC(=O)c2cc(-c3ccc(Cl)cc3)on2)cc1
→ ·	-38*	-2	-17	0.0	·	0	3	0.2
C/C(=N\NC(=O)Cc1c(C)[nH][nH]c1=O)c1ccc2ccccc2c1
→ -5	12	7	7	-0.2	·	-5	0	-1.7
O=C(CCCn1cnc([N+](=O)[O-])n1)Nc1cccc(Cl)c1Cl
→ 2	-4	-5	12	-0.1	·	13	1	0.8
COc1ccc(C)cc1NC(=O)C1CCCN(S(=O)(=O)c2cccc3cccnc23)C1 (stereo unspecified)
→ 12	-15	0	8	-1.1	·	-2	1	0.4
COc1ccc(-c2csc(Nc3ccc(S(=O)(=O)Nc4cc(C)on4)cc3)n2)cc1C
→ 13	-2	-2	3	-0.5	3	6	1	-2.4
COc1cc(NC(=O)c2ccccc2F)c(OC)cc1NC(=O)CN1CCCCC1
→ -8	-2	14	0	0.2	-3	-7	2	0.2
Cc1nn(Cc2ccccc2)c(C)c1NC(=O)c1cc(-c2cccs2)on1
→ -12	49	-10	7	0.0	-19	-5	10	0.3
Cc1ccc(-n2nc3c(c2NC(=O)c2ccco2)CS(=O)(=O)C3)cc1C
→ 12	2	-3	13	-0.5	-4	0	2	0.2
Cn1c(=O)c2[nH]c(N3CCN(c4ccccn4)CC3)nc2n(C)c1=O
→ 7	10	0	4	-0.4	·	-6	4	3.1
CC(=O)c1c(N2CCOCC2)nc(=O)n(-c2ccccc2)c1C
→ ·	0	11	·	-0.5	-5	-3	3	·
COc1ccc(CNC(=O)CSc2nc(-c3ccc(OC)cc3)cc(C(F)(F)F)n2)cc1
→ ·	-1	1	2	0.7	·	-5	3	-0.4
Cc1cccc(NC(=S)N2CCN(Cc3ccc4c(c3)OCO4)CC2)c1C
→ ·	-9	-3	5	0.6	-8	-1	2	·
COc1cccc(C(=O)O[C@H]2[C@H](C)NS(=O)(=O)[C@H]3C[C@@H]4C=C[C@]23O4)c1
→ 9	·	-2	-31	0.4	·	0	-3	2.1
CCc1ccccc1Nc1sc(C(=O)c2ccccc2)c(N)c1S(=O)(=O)c1ccccc1
→ ·	6	4	20	-2.2	-6	-1	13	0.9
Cc1ccc(NC(=S)N2CCC(NC(=O)c3cccc(F)c3)CC2)cc1
→ 14	6	-11	11	-1.1	2	-6	0	-0.8
O=c1[nH]nc(Cc2ccccc2)c2ccccc12
→ -7	1	-1	-6	0.2	-6	-3	2	-0.9
Cc1cccc(N2CCN(C(=O)c3ccccc3OCc3c(C)noc3C)CC2)c1C
→ 11	1	-9	3	0.8	5	13	5	4.4
COc1ccccc1Nc1ncc(C(=O)N2CCN(Cc3ccc(OC)c(OC)c3OC)CC2)c2ccccc12
→ 3	-4	0	·	-0.5	9	-5	3	0.0
N#C/C(=C/c1ccc(Cl)cc1)c1nc(-c2ccc(Br)cc2)cs1
→ ·	-7	-3	-7	0.8	-9	-3	2	1.4
CCCn1nc2cc(C(=O)NCc3ccc(OC(F)(F)F)cc3)ccc2c1OCC
→ -20	-5	-6	-4	-0.6	·	-4	5	0.1
CC(C)Cn1cnc2c1c(=O)n(CC(=O)NN)c(=O)n2Cc1ccccc1
→ 9	4	6	11	0.8	-8	1	2	1.3
Cc1ccc(Cn2nnc3c(=O)n(CC(=O)NCc4ccccc4)cnc32)cc1
→ -1	-11	1	4	0.0	0	0	1	2.5
CCN1C(=O)CSc2ccc(C(=O)NCCCN3CCOCC3)cc21
→ -1	5	0	-7	0.0	8	-1	5	35*
CCC(C)NC(=O)CSc1nc2c(sc(=S)n2-c2cc(Cl)ccc2OC)c(=O)[nH]1 (stereo unspecified)
→ 25	7	-11	-4	-0.3	5	-2	1	-0.6

A few values from the entries so far:
Cn1c(=O)c2[nH]c(N3CCN(c4ccccn4)CC3)nc2n(C)c1=O | D2 potentiator: 4
CCCn1nc2cc(C(=O)NCc3ccc(OC(F)(F)F)cc3)ccc2c1OCC | D2 antagonist: -20
Cc1ccc(S(=O)(=O)N2CC(O)C[C@H]2C(=O)OCC(=O)Nc2ccc(N3CCCCC3)cc2)cc1C (stereo partly specified) | TRHR ag: -0.3
Cn1c(=O)oc2cc(S(=O)(=O)N3CCN(c4ccccc4F)CC3)ccc21 | D2 potentiator: 0

One compound at a time (already shown). Screens in order: D2 antagonist | D1 antagonist | TRHR PAM | D2 potentiator | TRHR ag | RXFP1 antagonist | D1 potentiator | D1 agonist | D2 ag
COc1cc(NC(=O)c2ccccc2F)c(OC)cc1NC(=O)CN1CCCCC1 across the screens: -8 | -2 | 14 | 0 | 0.2 | -3 | -7 | 2 | 0.2
COc1ccccc1Nc1ncc(C(=O)N2CCN(Cc3ccc(OC)c(OC)c3OC)CC2)c2ccccc12 across the screens: 3 | -4 | 0 | · | -0.5 | 9 | -5 | 3 | 0.0

(next part)
Every second line gives: D2 antagonist	D1 antagonist	TRHR PAM	D2 potentiator	TRHR ag	RXFP1 antagonist	D1 potentiator	D1 agonist	D2 ag
COc1ccc2nc(SCC(=O)N(C)CC(=O)Nc3ccc(F)cc3)[nH]c2c1
→ -4	8	36*	-12	-0.3	18	-5	0	-1.0
O=C(CSc1nnc(CNC(=O)c2ccccc2F)o1)NCCc1ccccc1
→ -22	-6	-4	-7	0.2	-4	1	-3	0.6
COc1ccc(NC(=O)Cn2c(=O)n(CCCC(=O)NCc3ccccc3OC)c(=O)c3ccccc32)cc1Cl
→ ·	0	0	18	1.1	·	2	4	-0.1
O=C(NC1CC2CCCC(C1)N2S(=O)(=O)c1ccccc1)C1CCCCC1 (stereo unspecified)
→ 0	-16	-1	-9	0.0	12	0	1	0.4
NNC(=O)c1ccc(COc2cccc3ccccc23)o1
→ -2	-20	2	8	2.2	1	-2	2	1.7
COc1cc(NC(=O)C2CC(c3c(F)cccc3Cl)=NO2)c(OC)cc1Cl (stereo unspecified)
→ -3	1	-4	-3	0.0	-19	0	6	-1.3
O=C(NCc1ccncc1)c1cc(S(=O)(=O)N2CCOCC2)c(Cl)cc1Cl
→ 0	2	-6	-3	0.4	-4	11	1	1.3
CCCn1nnnc1NC(=O)COc1ccc(Br)cc1
→ 0	-9	1	-2	-0.1	-32	-4	-2	0.1
COc1ccccc1S(=O)(=O)Nc1cccc(-c2nnc3n2CCCCC3)c1
→ 17	8	19	1	-0.3	-8	-3	1	-0.9
Cc1c(Cl)cccc1NC(=O)C(=O)NCCc1csc2nc(-c3ccccc3F)nn12
→ ·	8	9	-1	0.5	-9	0	9	1.2
CCOc1ccc(NC(=O)CCCc2nc(-c3cccc(OC)c3)no2)cc1
→ ·	-3	2	3	-0.2	-19	0	3	-0.8
COc1ccc(C(C(=O)NC2CCCC2)N(C(=O)CNC(=O)c2ccco2)c2cccnc2)cc1 (stereo unspecified)
→ -16	21	3	·	-0.2	-3	-8	1	-1.8
COc1cccc(NC(=O)Cn2c(=O)n(CC(=O)NCc3ccc(C)cc3)c(=O)c3sccc32)c1
→ ·	-18	-10	17	2.8	7	-1	4	1.6
C/C(=N\NC(=O)c1ccc(NS(=O)(=O)c2cccs2)cc1)c1ccc2c(c1)OCO2
→ 0	5	-4	3	0.8	-24	-2	-2	0.2
FC(F)(F)c1cc(N2CCNCC2)c2ccccc2n1
→ 9	7	10	1	0.0	-2	-1	2	16
C#CCN1C(C)=C(C(=O)OC)C(c2cccc([N+](=O)[O-])c2)C(C(=O)OCC)=C1C (stereo unspecified)
→ -1	-13	5	6	-0.6	·	-7	2	-0.1
CC[N+]1(CC)CC2=Cc3c(ccc4ccccc34)C(C)C2C1 (stereo unspecified)
→ 1	8	-9	-4	-0.1	-16	-2	1	-0.2
COc1cccc(C(=O)OCC(=O)c2ccc(Br)s2)c1OC
→ 3	-16	-20	2	-0.3	4	-8	2	0.3
CCN(CC)C(=O)CSc1nc2ccccc2c(=O)n1CCC(=O)NCCc1ccc(OC)c(OC)c1
→ 6	8	1	·	0.0	-1	-1	1	-0.3
CCn1c(COc2ccc(=O)n(-c3ccccc3)n2)nnc1SCc1ccccc1C
→ -4	11	-3	-3	0.3	3	4	7	-0.9
COc1ccccc1CN(C)C(=O)c1ccc2c(c1)NC(=O)CS2
→ -2	0	2	5	-0.8	-5	2	0	0.0
COc1ccc(-n2c(C)cc(SC)c(C(C)=O)c2=S)cc1
→ ·	-1	-5	-1	0.1	-6	2	-3	·
